V1aR counter = counter-screen for oxytocin receptor agonists: human V1a receptor agonists | P37288 | CHO-V1R cells, Fluo-8 calcium fluorescence, agonist mode; 0% DMSO, 100% 3 nM vasopressin | activation, % at 3 µM | 320,000 compounds, 0.25% hits | AID 2797;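 active = activation above the mean activation of all tested compounds plus 3 SD, per screening run, cut at about 20% in these data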;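 note: signal is peak over basal fluorescence ratio across a 100 second FLIPR read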
GPR7 antagonist = human neuropeptides B/W receptor 1 antagonism | GPR7-expressing cells, fluorescence antagonist assay | inhibition, % at 4.4 µM | 290,000 compounds, 1.1% hits | AID 1861; in the data active = inhibition above about 16%, passing the limit was not always enough;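 note: cells stimulated with the agonist NPW; 0% = agonist with vehicle and 100% = vehicle without agonist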
Target sequence (P48145 whole entry, looked up): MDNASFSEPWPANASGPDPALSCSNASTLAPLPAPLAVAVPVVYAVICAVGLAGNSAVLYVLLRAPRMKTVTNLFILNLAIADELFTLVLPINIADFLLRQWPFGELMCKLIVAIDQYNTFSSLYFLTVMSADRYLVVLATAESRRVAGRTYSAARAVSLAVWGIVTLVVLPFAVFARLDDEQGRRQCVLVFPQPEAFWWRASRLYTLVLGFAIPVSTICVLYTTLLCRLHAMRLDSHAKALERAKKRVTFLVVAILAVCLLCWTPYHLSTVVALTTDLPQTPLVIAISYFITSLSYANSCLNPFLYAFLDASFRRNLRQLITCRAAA
M1 ag parental = counter-screen for M1 agonists: effect in parental CHO-K1 cells. Fluo-8 calcium fluorescence; scaled to maximal ATP response, vehicle zero. activation, % at 3 µM. 360,000 compounds, 0.48% hits. AID 602248; in the data active = activation above about 15%;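 note: untransfected CHO-K1 host cells lacking M1 receptor as counterscreen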
TAAR1 antag = human TAAR1 antagonism. 360,000 compounds, 1.5% hits. CHO RD-HGA16 TAAR1, Fluo-8 calcium fluorescence, antagonist. Q96RJ0. inhibition, % at 3 µM;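 active = inhibition above a per-plate cutoff, the mean inhibition of test compounds on that plate plus 3 SD, cut at about 49% in these data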;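 note: 0% = DMSO plus EC80 beta-PEA response and 100% = DMSO alone without agonist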
Target sequence (Q96RJ0 whole entry, looked up): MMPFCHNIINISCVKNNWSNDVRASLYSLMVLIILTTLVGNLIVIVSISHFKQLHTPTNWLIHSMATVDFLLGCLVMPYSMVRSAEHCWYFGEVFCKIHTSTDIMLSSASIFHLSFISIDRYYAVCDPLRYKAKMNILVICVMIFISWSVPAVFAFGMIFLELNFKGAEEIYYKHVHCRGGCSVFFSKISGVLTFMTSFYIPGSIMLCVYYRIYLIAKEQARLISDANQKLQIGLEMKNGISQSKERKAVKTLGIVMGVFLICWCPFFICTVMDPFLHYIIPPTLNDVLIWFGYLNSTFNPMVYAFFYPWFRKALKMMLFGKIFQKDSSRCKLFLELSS
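Test system – hTAAR1-expressing CHO RD-HGA16 cells, Gα16-coupled · Also added – β-PEA at EC80 concentration, post-compound challenge · Compound – 3 µM, single point · Incubation – dye loading 75 min at 37 °C, then 30 min room temperature · Measured by – Fluo-8 intracellular calcium dye fluorescence, real-time kinetic reads · Benchmarks – vehicle and agonist controls · Replicates – singlicate, one well per test compound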
M1 PAM parental = counter-screen for M1 PAMs: effect in parental CHO-K1 cells. 360,000 compounds, 0.02% hits. activation, % at 3 µM. ATP EC20, Fluo-8 calcium fluorescence; 0% at ATP EC20, 100% at ATP max. AID 602247;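 active = activation above the run cutoff, the mean activation of all test compounds plus 3 SD, cut at about 40% in these data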;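 note: peak over basal fluorescence ratio in a 140 s read after ATP addition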
CHO-K1 Ca antag = counter-screen for M1 antagonists: effect in parental CHO-K1 cells; ATP-induced calcium, Fluo-8 fluorescence; inhibition, % at 3 µM; 360,000 compounds, 0.6% hits;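 active = inhibition above a per-plate cutoff, the plate's mean sample inhibition plus 3 SD, cut at about 24% in these data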;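 note: 0% = DMSO plus EC80 ATP and 100% = DMSO alone without ATP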
OXTR ag = agonists of human oxytocin receptor; activation, % at 3 µM; 320,000 compounds, 0.32% hits; CHO-OTR cells, Fluo-8 calcium fluorescence; normalized: DMSO 0%, oxytocin 100%; AID 2435; P30559;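 active = activation above the mean of all tested compounds plus 3 SD, cutoff set per screening run, cut at about 20% in these data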;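 note: peak over basal fluorescence ratio from a 100 s FLIPR kinetic read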
OXTR potentiator = potentiates the human oxytocin receptor response. activation, % at 3 µM. AID 2445. CHO-OTR cells, Fluo-8 calcium fluorescence, potentiator mode; 0% = oxytocin EC15, 100% = EC100. P30559. 320,000 compounds, 0.061% hits;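 active = activation above that plate's cutoff, the mean activation of tested compounds plus 3 SD, cut at about 6.6% in these data, passing the limit was not always enough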;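 note: 100% uses oxytocin at 75 nM as the full agonist control; some results filed as inactive read as strong as hits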
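System: human OTR in CHO cells / Also added: sub-maximal oxytocin, roughly EC15 / Control set: EC15 oxytocin low, 75 nM oxytocin high / Schedule: 6 min compound pre-incubation at room temperature, 100 s kinetic read / Compound: single-point 3.0 µM / Replication: singlicate / Technique: Fluo-8 calcium dye fluorescence / Read-out basis: % activation of max/min ratio relative to oxytocin controls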
CHO parental Ca = counter-screen: ATP calcium response change in parental CHO cells; parental CHO-K1, ATP-induced calcium, Fluo-8 fluorescence; inhibition, % at 5.6 µM; AID 463079; 330,000 compounds, 0.63% hits;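 active = inhibition above that plate's mean sample inhibition plus 3 SD, cut at about 26% in these data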;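 note: 0% = ATP-challenged DMSO wells and 100% = DMSO wells without ATP; some compounds past the cut are filed as inactive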
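Assay system: untransfected parental CHO cell line. Also added: ATP agonist challenge. Dosing: one dose, 5.6 µM nominal. Measured by: Fluo-8 fluorescence. Read-out: % inhibition. Benchmarks: ATP wells versus no-ATP DMSO wells. Repeats: no replicates.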
* = called active by the depositor; / = not tested or not shown.

Below each SMILES – V1aR counter	GPR7 antagonist	M1 ag parental	TAAR1 antag	M1 PAM parental	CHO-K1 Ca antag	OXTR ag	OXTR potentiator	CHO parental Ca
> CCCC(C)NC(=O)Cc1ccc(Br)cc1 (stereo unspecified)
 : 0.3	-7	-0.1	9	16	-6	-2.8	-3	-1
> O=C(CN1C(=O)S/C(=C/c2cccn2-c2ccc(O)cc2)C1=O)N1CCCC1
 : 7.8	-12	4.5	6	2	-11	12	-10	-8
> CCCCOc1ccc(C(=O)N2CCNC(=O)C2)cc1
 : 0.5	-2	3.1	-6	-1	-7	0.4	-4	7
> Cc1occc1-c1nnc(SCc2nc3ccccc3c(=O)n2CC#N)n1C
 : 0.4	0	5.6	17	7	7	1.2	-2	-15
> CCCCC(CC)CNC(=O)CN(C)S(=O)(=O)c1cccc2nsnc12 (stereo unspecified)
 : -0.3	-6	1.6	15	15	-19	-1.7	-22	-20
> CCCCN1C(=O)/C(=C/C=C2\N(C)c3ccccc3C2(C)C)SC1=S
 : 16	14	/	/	/	/	6.9	-15	32
> Cn1c(=O)c2c(nc(SCCN3CCOCC3)n2Cc2ccc(Cl)cc2)n(C)c1=O
 : /	/	0.3	-4	-9	7	/	/	/
> Cc1nn(C)cc1/C=C/C(=O)c1cccs1
 : -0.8	-12	-0.2	8	-8	17	-0.7	-5	9
> Cc1ccc(-n2nc3ccc(NC(=O)C(C)C)cc3n2)cc1
 : -0.7	2	0.4	9	-3	-2	2.1	-2	-3
> Cn1cc(CN2CCCC(CO)(Cc3ccccc3)C2)c2ccccc21 (stereo unspecified)
 : 4.1	14	7.0	-11	0	4	4.4	-4	-24
> CC(C)OC(=O)C(CC(=O)O)NCc1ccccc1 (stereo unspecified)
 : 0.8	-5	0.0	6	6	1	0.2	-8	-2
> COc1ccccc1NC(=O)CCS(=O)(=O)c1ccccc1
 : 1.7	-7	0.2	8	11	3	1.7	8	-8
> O=C1Nc2ccccc2/C1=C/c1ccccc1F
 : -1.0	-16	0.8	-18	1	-5	-0.2	-7	-6
> Cc1cc(N2CCOCC2)n2nc(C)c(-c3ccc(Cl)cc3)c2n1
 : 0.7	-3	1.2	-7	-4	-9	0.2	-3	-1
> NC(=O)C1CCCN(C(=O)CNC(=O)C23CC4CC(CC(C4)C2)C3)C1 (stereo unspecified)
 : /	/	0.0	-16	0	4	/	/	/
> O=C(NCc1ccccc1Cl)c1ccc2c(c1)SC1=NS(=O)(=O)CCN12
 : 0.6	-2	-0.1	-25	-2	-5	0.8	0	-4
> CCNC(=O)CC1C(=O)N(CC)C(=S)N1NC(=O)c1ccccc1 (stereo unspecified)
 : 0.1	-10	1.2	-14	29	4	0.9	-6	-7
> CCOC(=O)C1=C(COC(=O)COc2cccc(C)c2C)NC(=O)NC1C (stereo unspecified)
 : 5.4	/	5.1	45	14	-10	2.0	-8	-36
> CCCc1cnc(Nc2nc(C(N)Cc3ccc(C(F)(F)F)cc3)cs2)nc1 (stereo unspecified)
 : /	/	9.6	34	18	12	/	/	/
> CCN(CC)C(=O)c1ccccc1NS(C)(=O)=O
 : 0.1	8	0.8	-23	17	-11	-0.3	-2	3

Exported in CSV form: three of the compounds above
SMILES,V1aR counter,GPR7 antagonist,M1 ag parental,TAAR1 antag,M1 PAM parental,CHO-K1 Ca antag,OXTR ag,OXTR potentiator,CHO parental Ca
CCOC(=O)C1=C(COC(=O)COc2cccc(C)c2C)NC(=O)NC1C (stereo unspecified),5.4,/,5.1,45,14,-10,2.0,-8,-36
CCCc1cnc(Nc2nc(C(N)Cc3ccc(C(F)(F)F)cc3)cs2)nc1 (stereo unspecified),/,/,9.6,34,18,12,/,/,/
CCN(CC)C(=O)c1ccccc1NS(C)(=O)=O,0.1,8,0.8,-23,17,-11,-0.3,-2,3

Three compounds out of the list, ordered by length of the SMILES, rising:
Below each SMILES – V1aR counter	GPR7 antagonist	M1 ag parental	TAAR1 antag	M1 PAM parental	CHO-K1 Ca antag	OXTR ag	OXTR potentiator	CHO parental Ca
> Cn1cc(CN2CCCC(CO)(Cc3ccccc3)C2)c2ccccc21 (stereo unspecified)
 : 4.1	14	7.0	-11	0	4	4.4	-4	-24
> Cc1cc(N2CCOCC2)n2nc(C)c(-c3ccc(Cl)cc3)c2n1
 : 0.7	-3	1.2	-7	-4	-9	0.2	-3	-1
> NC(=O)C1CCCN(C(=O)CNC(=O)C23CC4CC(CC(C4)C2)C3)C1 (stereo unspecified)
 : /	/	0.0	-16	0	4	/	/	/

Further compounds
Below each SMILES – V1aR counter	GPR7 antagonist	M1 ag parental	TAAR1 antag	M1 PAM parental	CHO-K1 Ca antag	OXTR ag	OXTR potentiator	CHO parental Ca
> Cc1cccc(OCCNC(=S)NC(=O)c2cncc(Br)c2)c1
 : -0.1	-15	0.0	-6	-10	2	-2.5	1	-5
> O=C(CCS(=O)(=O)Cc1ccccc1)N1CCN(Cc2ccccc2)CC1
 : 1.0	-10	0.3	-5	5	-8	0.4	-5	-17
> CCOc1ccc(NC(=O)CN(C)C(=O)c2cc(-c3ccco3)nc3ccccc23)cc1OCC
 : /	/	4.5	52*	-3	11	/	/	/
> NS(=O)(=O)c1ccc(CNC(=O)c2cc(S(=O)(=O)N3CCOCC3)c(Cl)cc2Cl)cc1
 : /	/	0.2	-28	-19	9	/	/	/
> CCn1ncc(-c2ccnc3cc(C(=O)O)nn23)c1C
 : 0.1	4	-0.3	7	0	-2	0.8	-4	-14
> Cc1ccc(C2=NC3(CCCC3)NC2=S)cc1
 : -1.1	4	-0.4	-33	4	-10	-2.1	3	-15
> O=C(Cc1ccccc1[N+](=O)[O-])NCc1ccco1
 : 0.7	-13	0.8	7	18	0	0.2	-6	-10
> Cn1c(-c2ccc(F)cc2)cc2onc(-c3ccccc3Cl)c2c1=O
 : -0.6	/	-0.1	12	-5	0	1.5	-13	-9
> COC(=O)Nc1nnc(Cc2ccccc2)s1
 : 1.3	-6	0.6	11	1	0	1.1	-4	-14
> CC(=O)N1c2ccc(S(=O)(=O)N3CCC(C(=O)N4CCCCC4)CC3)cc2CC1C (stereo unspecified)
 : 2.7	-3	14	-18	-10	11	1.1	-5	-5
> Cc1c(C)n(C)c2ccc(C(=O)NCCN3CCOCC3)cc12
 : -0.8	-5	0.3	-16	18	-11	-2.8	-16	0
> CC1(C)CC(N(Cc2ccco2)C(=O)Cc2ccccc2)CCO1 (stereo unspecified)
 : -1.0	2	0.8	7	15	-3	-0.7	-1	-22
> O=C(c1sc(N2CCOCC2)nc1-c1ccccc1)N1CCCCC1
 : -1.0	11	-0.4	-5	4	-5	-1.8	-3	-19
> Cn1nc(C(=O)Nc2ccc3c(c2)OCO3)c2ccccc2c1=O
 : -1.5	-13	0.2	-4	5	-10	-1.7	5	-15
> CC(C)c1ccc(S(=O)(=O)N2CCN(C(=O)CCc3nc4ccccc4c(=O)[nH]3)CC2)cc1
 : /	/	2.4	6	5	-3	/	/	/
> COc1c(C)cc(Br)cc1C(=O)Nc1cccc(-c2nc3ncccc3o2)c1
 : 0.3	-14	1.4	43	-8	18	-0.1	-5	10
> CCN(CC(=O)Nc1c(F)cccc1F)C(=O)Cc1c[nH]c2ccccc12
 : 0.5	/	0.7	5	0	-6	1.7	-1	-1
> CCOCCCN(C)C1CCN(C(=O)c2oc3ccccc3c2NC(=O)Cc2ccc([N+](=O)[O-])cc2)CC1
 : 2.4	-24	0.1	-8	4	7	5.8	-4	-17
> CC1CC(C)CN(S(=O)(=O)c2ccc3c(c2)CC(C)N3C(=O)C2CC2)C1 (stereo unspecified)
 : -0.3	20	3.0	-16	-5	-11	-0.6	-8	-21
> COCCCn1c(=O)c2ccccc2n(CC(=O)N2CCCc3ccccc32)c1=O
 : 12	-1	0.7	21	-4	-4	0.2	-1	-13
> CCOc1cc2[nH]c(=S)n(Cc3ccc(C(=O)NCCN(CC)CC)cc3)c(=O)c2cc1OCC
 : -0.5	-6	-0.5	-12	2	4	0.0	-14	-10
> COc1ccc(NC(=O)CN(C)CC(=O)Nc2cccc(C(F)(F)F)c2)cc1
 : 4.8	-6	3.0	-9	21	-9	4.5	-5	-1
> CCn1nnnc1SCC(=O)Nc1cc(OC)cc(OC)c1
 : 0.5	-5	0.6	-13	-4	6	-0.1	-5	-9
> Cc1[nH]c2ccccc2c1/C=C/c1nc2ccccc2c(=O)[nH]1
 : -1.0	-6	1.3	-4	16	-13	0.8	-8	3
> O=C(COC(=O)c1ccc(O)cc1O)Nc1cccc2ccccc12
 : 4.6	/	1.3	5	-3	1	7.1	-7	-12
> Cc1ccccc1-n1c(SCC(=O)NC2CCS(=O)(=O)C2)nc2ccccc2c1=O (stereo unspecified)
 : /	/	1.0	-4	9	-1	/	/	/
> O=C(OCc1ccc(Br)cc1)c1cccc(-c2nnc(-c3ccccc3)o2)c1
 : 0.3	-7	0.2	0	-2	2	0.3	-1	-15
> CC(C)(C)NC(=O)C1CC1(c1ccccc1)c1ccccc1 (stereo unspecified)
 : -0.9	7	6.7	-6	6	8	0.3	-15	-16
> CN(CCOc1ccccc1)C(=O)c1cc(S(=O)(=O)N2CCOCC2)c(Cl)cc1Cl
 : /	/	13	21	6	-3	/	/	/
> CCCC(C(=O)OCC)P(=O)(c1ccccc1)c1ccccc1 (stereo unspecified)
 : -0.1	9	0.0	-4	25	-15	-0.5	-2	-12
> COc1ccc(-n2nnnc2SCC(=O)NCc2ccco2)cc1OC
 : 0.4	-13	-0.1	-13	12	-7	-0.7	3	-12
